# From PubChem BioAssay
# Chronic BCR inh: qHTS Assay to Find Inhibitors of Chronic Active B-Cell Receptor Signaling; hit rate 0.05% among 340,000; Potency, µM (top dose mostly 46.1 µM), without a hit: at the highest dose ratio change, negative = lower green/red ratio, most hits filed as inhibitors; AID 493014, 2011; ABC-DLBCL IkBa-CBG/CBR reporter, luminescence ratio, 4 h; active = well fitted inhibition curve with a large enough effect in the signal ratio, with a control signal flat, not every such curve was filed as active; inconclusive = small, poorly fitted or top-dose-only effect, or effect the other way, or a change in a side signal; the % refers to the signal ratio;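 note: potency is the fitted concentration of half-maximal effect; plate controls were basal doxycycline-induced cells for no effect and cells given 10 µM MG132 for full effect; MG132 reads +100%, hits lower the ratio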
#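 Concentration-response series (up to 46 uM) were applied to TMD8 dual-reporter cells for 4 h at 37C with doxycycline. Green/red ratio, after filter-overlap correction, defined %Activity; red signal alone was normalised to basal cells and zero luminescence.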
# TSHR antag: Antagonists of the Thyroid Stimulating Hormone Receptor: HTS campaign; TSHR-expressing cells, TSH-stimulated cAMP HTRF, 2 h; stronger effect = lower value; activity change, negative = inhibition, % at 11.5 µM; hit rate 0.2% among 330,000; AID 504810, 2011;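 active = activity change below a set negative limit, meaning inhibition stronger than a set level, cut at about -70% in these data; inconclusive = activity change between two set negative limits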; note: % is set by controls: 0 for no effect and ±100 for the full control effect
#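 Cell-based HTRF cAMP assay; TSHR cells + compound, TSH EC80 (4nM final), 2 h, 37 deg C. Lysis with anti-cAMP cryptate and cAMP-d2, 30 min RT, read 665/620 nm.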
# Mito fusion yeast: qHTS Assay for Small Molecule Inhibitors of Mitochondrial Division or Activators of Mitochondrial Fusion; S. cerevisiae fusion-defective mutant growth rescue, CellTiterGlo 48 h; Potency, µM (highest dose often 46.1 µM), inactives show top-dose growth rescue (activation), actives largely listed as activators; hit rate 0.23% among 320,000; AID 485298, 2010;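 note: potency is the fitted concentration of half-maximal effect; % of control where 0% means no effect; nearly all actives have a fitted effect of over 45% in size; temperature-sensitive fusion mutants such as fzo1-1 at 37 °C on non-fermentable ethanol glycerol medium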
#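 Yeast fusion mutant, YPEG (non-fermentable carbon), compound, 48 h at 37C non-permissive; CellTiterGlo added, 10 min RT, luminescence read. Rescued growth = division inhibition.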
# MBNL1 CUG block: qHTS Assay for Inhibitors of MBNL1-poly(CUG) RNA binding; Muscleblind-like protein 1 (Homo sapiens), Q9NR56; TR-FRET MBNL1-His/biotin-(CUG)12 binding, 665/545 ratio; Potency, µM (doses to about 57.5 µM), inactives show at the highest dose activity change, negative = inhibition, hits mostly inhibitors; hit rate 0.036% among 280,000; active = well fitted inhibition curve with a large enough effect in the signal ratio, with a control signal flat, not every such curve was filed as active; inconclusive = small, poorly fitted or top-dose-only effect, or effect the other way, or a change in a side signal; inactive = no such curve, though single readings can be large or run the other way; the % refers to the signal ratio; note: potency is the fitted concentration of half-maximal effect; % is set by controls: 0 for no effect and ±100 for the full control effect
#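 TR-FRET readout: Ex 340 nm, 665/545 nm emission ratio, normalized to buffer-only (basal) and MBNL1-(CUG)12 controls. Complex of MBNL1-His with Biotin-(CUG)12, compounds 92 nM–58 uM, incubated 60 min at room temperature.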
# PKM2 activator: qHTS Assay for Activators of Human Muscle isoform 2 Pyruvate Kinase | Pyruvate kinase PKM (Homo sapiens), P14618 | purified PKM2, Kinase-Glo ATP luminescence, activation; response scale: 0% is enzyme alone, no compound | Potency, µM (top dose mostly 57.5 µM), inactives show top-dose activation, hits mostly activators | hit rate 0.34% among 260,000; note: potency is the fitted concentration of half-maximal effect; % is set by controls: 0 for no effect and ±100 for the full control effect; nearly all actives have a fitted effect of over 55% in size
#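 Kinase-Glo luminescence reports ATP generated from ADP (0.1 mM) and PEP (0.5 mM) by purified hPK-M2 after 1 h at room temperature, pH 7.2 imidazole buffer; intermediate enzyme activity allows detecting inhibitors and activators.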
# GALK inhibitor: qHTS Assay for Inhibitors of Human Galactokinase (GALK) | Potency, µM (doses to about 57.5 µM), for inactives: top-dose activity change, negative = inhibition, most hits filed as inhibitors | hit rate 0.007% among 270,000 | Purified GALK, Kinase-Glo residual ATP luminescence; note: potency is the fitted concentration of half-maximal effect; % is set by controls: 0 for no effect and ±100 for the full control effect
#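 The enzyme phosphorylates galactose (100 uM) using ATP (35 uM); inhibition is detected as higher residual ATP, quantified by bioluminescence after 1 h reaction at room temperature, pH 8.0.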
# USP2a inh: qHTS Assay for Inhibitors of Ubiquitin-specific Protease USP2a Using CHOP2 as the Reporter; Ubiquitin carboxyl-terminal hydrolase 2 (Homo sapiens), O75604; USP2 core, Ub-CHOP2 coupled fluorogenic reporter, 485/531; Potency, µM (highest dose often 38.3 µM), for the others: top-dose activity change, negative = inhibition, actives largely listed as inhibitors; hit rate 0.01% among 330,000;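 note: potency is the fitted concentration of half-maximal effect; plate controls were DMSO wells for no effect and full inhibition by NEM control for full effect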
#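 Deubiquitinase activity read as fluorescence (485/531 nm) after Ub-CHOP2 cleavage activates the enterokinase reporter on its substrate; USP2 core 10nM, Ub-CHOP2 and substrate 25nM each, 30min compound preincubation then 60min RT; data normalized to NEM, curves fitted.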
# Menin-MLL TR inh: qHTS Assay for Inhibitors Targeting the Menin-MLL Interaction in MLL Related Leukemias: Competition With Texas Red Labeled MLL-derived Mutant Peptide | O00255 | Potency, µM (doses to about 61.6 µM), inactives show top-dose FP activity change, negative = inhibition, hits mostly inhibitors | Menin + Texas Red MLL mutant peptide, fluorescence polarization | AID 1768, 2009 | hit rate 0.23% among 270,000; active = well fitted inhibition curve with a large enough effect in the polarisation, with a control signal flat, not every such curve was filed as active; inconclusive = small, poorly fitted or top-dose-only effect, or effect the other way, or a change in a side signal; inactive = no such curve, though single readings can be large or run the other way; the % refers to the polarisation; note: potency is the fitted concentration of half-maximal effect; % of control where 0% means no effect; many of its hits are not listed in these tables
# Target sequence (O00255 whole entry, looked up): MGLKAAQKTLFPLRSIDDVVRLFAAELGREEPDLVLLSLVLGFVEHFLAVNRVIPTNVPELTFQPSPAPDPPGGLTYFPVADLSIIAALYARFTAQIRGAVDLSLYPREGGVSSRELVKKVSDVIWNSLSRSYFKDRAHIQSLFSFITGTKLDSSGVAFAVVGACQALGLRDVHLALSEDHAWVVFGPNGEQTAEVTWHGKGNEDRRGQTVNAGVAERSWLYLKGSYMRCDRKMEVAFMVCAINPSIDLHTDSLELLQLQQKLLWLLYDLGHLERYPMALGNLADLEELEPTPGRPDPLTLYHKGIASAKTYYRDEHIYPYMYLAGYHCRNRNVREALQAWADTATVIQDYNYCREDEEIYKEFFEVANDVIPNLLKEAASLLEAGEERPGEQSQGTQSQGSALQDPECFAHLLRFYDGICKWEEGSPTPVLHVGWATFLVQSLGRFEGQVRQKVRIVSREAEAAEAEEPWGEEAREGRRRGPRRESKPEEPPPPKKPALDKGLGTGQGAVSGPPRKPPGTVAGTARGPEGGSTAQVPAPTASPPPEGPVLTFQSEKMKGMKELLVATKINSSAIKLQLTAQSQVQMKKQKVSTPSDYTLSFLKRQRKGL
# KCNH2 WT inh: qHTS for Inhibitors of KCHN2 3.1: Wildtype qHTS. Voltage-gated inwardly rectifying potassium channel KCNH2 (Homo sapiens), Q12809. hit rate 0.37% among 340,000. U2OS, BacMam KCNH2, thallium flux FluxOr; stronger effect = lower value. activity change, % at 1.84 µM;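 active = maximum activity change below -70%; inconclusive = maximum activity change between -70% and -50%; inactive = maximum activity change above -50%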; note: % is set by controls: 0 for no effect and ±100 for the full control effect
#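 U2OS cells were transduced with wild-type KCNH2 virus (2.03 x 10^8 / mL) for 4 h at room temperature, then cultured overnight at 37 C. Thallium flux was read with FluxOr dye. Rate constants were normalized to DMSO controls.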
# S-ASM inh: Inhibitors of Secretory Acid Sphingomyelinase (S-ASM): qHTS; hit rate 0.006% among 340,000; Potency, µM (series often up to 57.5 µM), without a hit: at the highest dose activity change, negative = inhibition, hits mostly inhibitors; placental ASM, HMU-PC fluorogenic substrate, 60 min; Sphingomyelin phosphodiesterase (Homo sapiens), P17405; note: potency is the fitted concentration of half-maximal effect
#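 Fluorogenic HMU-PC substrate (9 uM final) is turned over by placental ASM in 60 min at 37 C after a 10 min compound preincubation. Reaction ended by alkaline stop (pH 10), with fluorescence read at 386/447 nm.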
# Eya2 phos inh: qHTS Assay for Inhibitors of the Phosphatase Activity of Eya2; Protein phosphatase EYA2 (Homo sapiens), O00167; recombinant Eya2, OMFP fluorescence dephosphorylation (OMFP is methylfluorescein phosphate); Potency, µM (titrated, usually from 76.9 µM), without a hit: top-dose activity, negative = inhibition, actives largely listed as inhibitors; hit rate 0.006% among 330,000; AID 488837, 2010; note: potency is the fitted concentration of half-maximal effect; % is set by controls: 0 for no effect and ±100 for the full control effect
# Target sequence (O00167 whole entry, looked up): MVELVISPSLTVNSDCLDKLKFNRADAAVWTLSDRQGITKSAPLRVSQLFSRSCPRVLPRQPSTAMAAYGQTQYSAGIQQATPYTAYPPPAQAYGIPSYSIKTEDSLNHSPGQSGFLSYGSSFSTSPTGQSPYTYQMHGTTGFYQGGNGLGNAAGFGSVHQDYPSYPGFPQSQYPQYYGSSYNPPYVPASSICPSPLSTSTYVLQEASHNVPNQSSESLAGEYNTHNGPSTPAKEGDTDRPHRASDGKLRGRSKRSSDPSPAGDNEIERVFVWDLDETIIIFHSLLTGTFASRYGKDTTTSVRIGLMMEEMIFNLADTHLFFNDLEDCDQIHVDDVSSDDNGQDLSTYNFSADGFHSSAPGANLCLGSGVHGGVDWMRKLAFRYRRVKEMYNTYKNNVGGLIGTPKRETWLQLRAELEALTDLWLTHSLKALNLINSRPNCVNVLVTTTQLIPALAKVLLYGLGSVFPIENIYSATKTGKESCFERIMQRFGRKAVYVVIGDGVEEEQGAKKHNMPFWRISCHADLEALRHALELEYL
#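 Eya2 protein (added as 0.2 uM solution) was preincubated with compound for 10 min at ambient temperature in 50 mM HEPES pH 7.5, 50 mM NaCl, 5 uM MgCl2, 0.05% BSA, 1 mM DTT. OMFP (added at 50 uM) then reacted 10 min; fluorescence read at 485/525 nm.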
# * = called active by the depositor; u = inconclusive; x = not tested or not shown; [ ] = dose if it differs, or a comment. Unless noted, calls come from the whole dose curve; as a rule, active = well fitted curve in the direction sought with a large enough effect; inconclusive = small, poorly fitted or top-dose-only effect, or another doubt; inactive = no such curve, though single readings can be large; an effect the other way counts as inactive or inconclusive.
SMILES,Chronic BCR inh,TSHR antag,Mito fusion yeast,MBNL1 CUG block,PKM2 activator,GALK inhibitor,USP2a inh,Menin-MLL TR inh,KCNH2 WT inh,S-ASM inh,Eya2 phos inh
COc1ccc(N(CC(=O)Nc2ccc(C)cn2)S(=O)(=O)c2c(C)nn(C)c2C)cc1,16%,-9,1%,-3%,1%,2%,4%,-2%[11.7 µM],-1,5%,7%
C=CCn1c(Sc2nc(C)cs2)nc2c1c(=O)[nH]c(=O)n2C,-12%,2,0%,-9%,-1%,2%,0%,u,-4,4%,7%
Cc1ccsc1/C=C/C(=O)O,5%,3,-1%,7%,0%,-1%,0%,11%,12,-1%,24%
COc1ccc(NS(=O)(=O)c2ccc(C)cc2)c([N+](=O)[O-])c1,3%,-21,-2%,u,21%,-1%,2%,x,6,1%,3%
CCC(=O)Nc1ccccc1C(=O)OCC(=O)c1cccc2ccccc12,-12%,11,1%,17%,0%,0%,1%,13%,-11,-9%,-15%
C=CCn1c(=N)n(CC(=O)c2ccc(Br)cc2)c2ccccc21,0%,1,-9%,0%,2%,4%,3%,2%,5,0%,-18%
CC(=O)NCCNC(=O)c1ccc(Sc2ccccc2)c([N+](=O)[O-])c1,u,0,1%,u,4%,2%,4%,1%,1,2%,4%
N#Cc1ccc(-c2cn3c(n2)SCC3)cc1,3%,-8,14%,16%,x,10%,1%,-1%,0,12%,-14%
Cc1onc(-c2ccccc2)c1C(=O)NNC(=S)NC(=O)c1ccc(Br)cc1,-5%,-8,-9%,u,4%,1%,-3%,u,-8,-1%,3%
CCCC(=O)Nc1c(-c2cccc(C)c2)c(=O)c2ccccc2n1C,4%,2,2%,2%,x,-3%,3%,18%,-4,0%,7%
COc1ccccc1N=c1sc2ccccc2n1C,-7%,-2,7%,-8%,-4%,-3%,-5%,-1%,-2,-5%,7%
CC1(C)C2CCC1(CS(=O)(=O)N1CCCC1C(=O)O)C(=O)C2 (stereo not drawn),7%,0,x,x,x,x,2%,x,7,1%,-7%
COc1cccc(NC(=O)NC2CCN(Cc3nnnn3Cc3ccc4c(c3)OCO4)CC2)c1,1%,-41,-4%,-8%,-10%,-2%,2%,x,-1,-1%,-12%
COc1ccc(CC(=O)Nc2nc3ccccc3s2)cc1S(=O)(=O)N1CCOCC1,u,-10,-4%,-4%,7%,5%,2%,1%,-2,-5%,9%
CCOC(=O)c1[nH]c(C)c(C(=O)Nc2ccc(F)cc2)c1C,-2%,-5,2%,-5%,-14%,0%,-2%,-2%,-2,3%,-15%
O=C(CN1CCN(Cc2ccccc2Cl)C1=O)NCc1cccnc1,-1%,-4,2%,-5%,-2%,1%,0%,x,-1,-3%,-11%
O=C(CCCCCn1c(=O)[nH]c2ccsc2c1=O)NCc1ccc(F)cc1,u,-10,0%,3%,5%,-3%,-2%,x,2,4%,2%
CCCNC(=O)c1nc(C)c(C)nc1C(=O)Nc1cccc(Cl)c1,-1%,-5,-4%,-5%,-1%,3%,3%,-19%,-7,3%,0%
COc1cccc(/C=N/Nc2cc(C)nc(-c3ccccc3O)n2)c1O,u,-23,6%,0%,0%,0%,2%,u,-9,-16%,5%
O=C(c1[nH]ncc1[N+](=O)[O-])N1CCOCC1,3%,23,-1%,-3%,3%,-2%,0%,-4%,2,0%,-4%
Nc1cc(S(=O)(=O)Nc2cc(Cl)ccc2Cl)ccc1N1CCOCC1,1%,-5,11%,-4%,-2%,1%,2%,x,-8,5%,3%
OCC1(Cc2ccc(F)cc2)CCCN(CCc2ccccc2)C1 (stereo not drawn),u,-3,7%,2%,1%,0%,1%,-6%,57,1%,-2%
CCNC(=O)c1ccccc1SCC(=O)Nc1ccc(F)cc1,-11%,33,6%,x,3%,2%,-1%,19%,-2,1%,35%
CCc1cccc(NS(=O)(=O)c2csc(C(N)=O)c2)c1,0%,-13,-7%,3%,x,-6%,-1%,-6%,-6,0%,10%
COc1ccc(C)cc1S(=O)(=O)N1CCN(C)CC1c1ccccc1 (stereo not drawn),4%,15,0%,x,x,x,2%,x,10,8%,-13%
COc1ccccc1N1CCN(C(=O)CCCCn2c(=O)[nH]c3ccsc3c2=O)CC1,-4%,4,2%,2%,-7%,1%,1%,-3%[11.7 µM],1,2%,3%
COc1ccc(C(=O)/C=C(\C)NCc2ccc3c(c2)OCO3)cc1,-2%,-14,3%,0%,2%,-4%,-1%,-12%,5,-4%,-4%
COc1ccc(C(CNC(=O)c2cc(=O)[nH]c3ccccc23)N2CCCC2)cc1 (stereo not drawn),u,20,0%,-19%,5%,-1%,3%,-1%,-3,2%,-4%
O=C(c1cc2cc(Br)cc(Br)c2oc1=O)N1CCCc2ccccc21,-5%,45,-2%,-4%,-17%,2%,0%,8%,x,x,-11%
Cc1cc(N2CCN(c3ccccc3)CC2)n2ncnc2n1,u,9,2%,-6%,4%,3%,4%,8%,-11,-1%,-5%
CCOC(=O)C1=C(C)N(CCO)C(=O)NC1c1cccc(O)c1 (stereo not drawn),-1%,-1,0%,-1%,-2%,-1%,-6%,8%,-2,4%,14%
O=C(N/N=C/c1ccccc1[N+](=O)[O-])c1cccs1,u,-6,-6%,u,4%,0%,10%,x,0,-1%,12%
CCOC(=O)N1CCN(C(=O)C(CC)c2ccccc2)CC1 (stereo not drawn),5%,0,-1%,-12%,-2%,0%,4%,1%,-3,4%,2%
C=CCN1c2ccccc2[C@]23C[C@@H](C(=O)OC)N(C(=O)c4ccco4)C2=NC(C(=O)OC)=C(C(=O)OC)[C@H]13,3%,2,13%,-2%,-3%[11.5 µM],-3%,-11%,0%[11.7 µM],4,0%,4%
O=C(Cn1nc2sc3ccccc3n2c(=O)c1=O)c1cccs1,u,0,-2%,-4%,0%,0%,3%,x,0,5%,0%
O=C1NC(=O)/C(=C\c2ccc(Oc3cnccn3)cc2)S1,5%,-11,-5%,5%,-6%,-2%,2%,29%,2,-7%,0%
Brc1ccc(OCc2nnnn2-c2ccccc2)cc1,-2%,-4,9%,13%,25µM*,0%,1%,15%,10,2%,-1%
COc1ccc(OC)c(NC(=O)CN2CCc3ccccc3C2)c1,13%,0,21%,-4%,0%,13%,-5%,-17%,-5,2%,-9%
Cc1ccc(NC(=O)c2ccc(OCc3c(C)noc3C)cc2)cc1,0%,1,5%,x,-3%,0%,-2%,x,x,x,1%
CCOC(=O)/C(=C/C1=CC(=C/N(C)C)/C(=O)O1)C(C)=O,-5%,-8,6%,u,-1%,8%,u,x,-3,-8%,-18%
Cc1ccc(-c2nc(CS(=O)(=O)CC(=O)Nc3cc(F)ccc3F)c(C)o2)cc1,-6%,6,-2%,-2%,-5%,x,0%,4%,-11,-13%,-1%
CCCCCOc1ccc(C(=O)CCC(=O)N2CCCC2)cc1,5%,39,-5%,-15%,1%,9%,1%,-18%,-4,3%,-9%
CCCCNC(=O)Cc1coc2ccc3ccccc3c12,4%,3,-2%,2%,5%,0%,0%,3%,-8,-2%,-2%
CCn1c(NC(=O)/C=C/c2ccc(F)cc2)nc2ccccc21,-24%,2,16%,7%,x,5%,-3%,26%,2,1%,5%
O=c1nc2n(c3cccc(Cl)c13)CCCCC2,12%,11,-6%,9%,-6%,1%,1%,6%,-2,1%,-1%
CCOc1ccc(NC(=O)N(C2CCCCC2)C(C)c2cccnc2)cc1 (stereo not drawn),7%,-12,-3%,8%,-1%,3%,3%,u,-11,7%,14%

# Some of the compounds tested (hit frequency here may not be typical).
